Assay outcomes: PubChem BioAssay, several laboratories
eLon inh = inhibitors of E. coli Lon protease | P0A9M0 | purified E. coli Lon protease, fluorescence polarization | inhibition, % at 7.94 µM | 360,000 compounds, 0.42% hits; in the data active = inhibition above about 13%, passing the limit was not always enough;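 note: 0% = enzyme with probe and DMSO and 100% = no enzyme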
SKN-1 inh = blocks SKN-1 activity in C. elegans; AID 624304; inhibition, % at 21.8 µM; C. elegans VP596 Pgst-4::GFP/RFP ratio, acrylamide-induced, 24 h; 360,000 compounds, 0.49% hits;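 active = interference check ratio from 0.5 to 1.5 plus GFP to RFP signal ratio inhibition reaching or exceeding a fixed threshold, cut at about 30% in these data, passing the limit was not always enough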; note: some compounds called inactive have numbers as strong as hits
NRP1-CendR mod = modulators of CendR peptide binding to human neuropilin-1. AID 602438. O14786. inhibition, % at 25 µM. FAM-RPARPAR peptide binding to NRP-1, fluorescence polarization. 360,000 compounds, 0.85% hits;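 active = inhibition or corrected inhibition above about 18%, plus a signal ratio from 0.5 to 1.5, limit read from the data, passing the limit was not always enough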; note: strong numbers were not always called active
MsrA act = activates bovine MsrA enzyme. purified bovine MsrA, absorbance read-out. activation, % at 10.6 µM. 360,000 compounds, 0.3% hits; in the data active = activation above about 7.5%;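 note: 0% = vehicle and 100% = reference activator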
MLLE-PAM2 inh = blocks PAM2 peptide binding to the PABP1 MLLE domain; GST-MLLE / FITC-PAM2 fluorescence polarization; inhibition, % at 20 µM; 360,000 compounds, 0.36% hits; AID 588489; in the data active = inhibition above about 35%, passing the limit was not always enough;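 note: plate controls were DMSO wells with GST-MLLE for no effect and wells lacking GST-MLLE protein for full effect; some results filed as inactive read as strong as hits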
FAS TE block = blocks the thioesterase domain of human fatty acid synthase. P49327. recombinant FAS-TE, OMFH fluorogenic substrate, fluorescence endpoint. inhibition, % at 15 µM. 360,000 compounds, 0.67% hits;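 active = compounds whose normalised, plate-corrected inhibition of enzyme fluorescence in the single-dose primary screen is 50% or more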;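 note: 0% = DMSO with enzyme and 100% = substrate without enzyme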
Neddylation inh = cullin neddylation inhibition. TR-FRET cullin neddylation, biochemical. calls only at 25 µM. 360,000 compounds, 0.58% hits. AID 651699; in the data active = inhibition above about 36%
Target sequence (P61081 whole entry, looked up): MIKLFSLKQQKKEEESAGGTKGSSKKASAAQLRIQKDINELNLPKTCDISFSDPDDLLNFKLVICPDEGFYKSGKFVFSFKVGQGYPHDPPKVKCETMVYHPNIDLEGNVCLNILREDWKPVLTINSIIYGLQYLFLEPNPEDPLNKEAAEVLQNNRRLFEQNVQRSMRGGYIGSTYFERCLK
Target sequence (Q13564 whole entry, looked up): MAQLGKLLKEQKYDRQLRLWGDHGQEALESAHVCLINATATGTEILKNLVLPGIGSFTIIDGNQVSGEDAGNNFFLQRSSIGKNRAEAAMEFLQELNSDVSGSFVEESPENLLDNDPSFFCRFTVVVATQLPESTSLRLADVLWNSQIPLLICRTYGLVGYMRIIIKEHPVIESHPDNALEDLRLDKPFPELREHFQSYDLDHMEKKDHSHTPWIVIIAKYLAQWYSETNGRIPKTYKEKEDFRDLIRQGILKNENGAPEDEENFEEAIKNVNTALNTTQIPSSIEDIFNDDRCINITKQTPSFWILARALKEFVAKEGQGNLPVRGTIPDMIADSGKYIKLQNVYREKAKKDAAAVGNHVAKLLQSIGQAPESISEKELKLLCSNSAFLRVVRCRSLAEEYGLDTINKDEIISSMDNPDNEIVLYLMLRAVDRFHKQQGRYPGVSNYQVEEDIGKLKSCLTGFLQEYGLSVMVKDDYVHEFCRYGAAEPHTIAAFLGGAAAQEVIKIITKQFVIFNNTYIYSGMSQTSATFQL
MT1-MMP act inh = blocks activation of human MT1-MMP. 360,000 compounds, 0.061% hits. HT1080 RFP-PRO-GFP cells, GFP/RFP ratio fluorescence, overnight; percent of plate control window, DMSO zero. AID 651647. P50281. GFP/RFP ratio change, % at 20 µM;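 active = GFP/RFP ratio change of at least 30% with cell ATP level not reduced by more than half and red fluorescence within 50% of control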; note: strong numbers were not always called active
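Read-out: GFP/RFP fluorescence ratio; Test system: RFP-PRO-GFP reporter HT1080 cells; Compound dosing: single-point 20 µM compound, 1% DMSO; Times: overnight compound exposure at 37 °C.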
Rin1-Abl PPI inh = blocks binding of human Rin1 to Abl. inhibition, % at 7.35 µM. P00519+Q13671. TR-FRET Rin1/Abl binding, biochemical. 360,000 compounds, 0.4% hits. AID 588664; in the data active = inhibition above about 5%, passing the limit was not always enough
* hit, by the source's call; i = inactive; x = not tested or not shown.

smiles	eLon inh	SKN-1 inh	NRP1-CendR mod	MsrA act	MLLE-PAM2 inh	FAS TE block	Neddylation inh	MT1-MMP act inh	Rin1-Abl PPI inh
O=C(O)c1ccccc1C(=O)NCCc1c(C(=O)O)[nH]c2ccc(Cl)cc12	8	-5	-14	-1	-6	-4	i	-2	-4
C#CCn1c(=NC(=O)c2cc(Cl)sc2Cl)sc2cc(S(N)(=O)=O)ccc21	-7	-12	-18	-12	-8	8	i	4	2
C/C(O)=C(\N=Nc1cc(C)ccc1O)C(N)=O	-1	9	-13	-5	-11	4	i	-4	-3
CCC(C)c1ccc(NC(=O)COc2c(F)c(F)c(C(F)(F)F)c(F)c2F)cc1 (configuration not stated)	-17	14	4	-2	-7	45	i	-3	1
CC(C)NC(=O)CN1CCC(c2nc3ccccc3[nH]2)CC1	-1	12	2	-1	-9	-6	i	-2	2
CC1(C)NC(=O)N(CC(=O)N2CCN(c3cccc(Cl)c3)CC2)C1=O	-11	1	14	-3	6	-8	i	3	2
COc1ccc(NCC(=O)N/N=C2\CCCC(C)C2)cc1 (configuration not stated)	6	6	11	-1	-5	8	i	5	1
Cc1c(C(=O)OC2CCC(C)CC2)[nH]c2c1C(=O)CCC2 (configuration not stated)	-3	2	-9	0	-1	16	i	-17	-3
COc1ccc(N2CCN(C(c3ccccc3OC)c3nnnn3C3CCCC3)CC2)cc1 (configuration not stated)	-1	-9	10	-3	2	12	i	-7	0
CCC(Cc1ccccc1)NCc1c(C(=O)O)c(C)n(Cc2ccccc2)c1C (configuration not stated)	2	1	1	-2	6	-2	i	-2	3
COc1ccccc1N(CC(=O)NC1CCCC1)S(=O)(=O)c1cccc(C(F)(F)F)c1	-4	2	2	0	-11	8	i	-3	4
CCCC(=O)N1CCN(c2ccc(NC(=S)NC(=O)CC)cc2)CC1	-6	-14	-9	-11	28	-4	i	-3	2

Copied from the list.
NRP1-CendR mod with COc1ccc(N2CCN(C(c3ccccc3OC)c3nnnn3C3CCCC3)CC2)cc1 (configuration not stated) : 10
MsrA act with CC1(C)NC(=O)N(CC(=O)N2CCN(c3cccc(Cl)c3)CC2)C1=O : -3
eLon inh with COc1ccc(NCC(=O)N/N=C2\CCCC(C)C2)cc1 (configuration not stated) : 6

Next part:
smiles	eLon inh	SKN-1 inh	NRP1-CendR mod	MsrA act	MLLE-PAM2 inh	FAS TE block	Neddylation inh	MT1-MMP act inh	Rin1-Abl PPI inh
Cc1ccnc(SCc2cc(=O)c(OC(=O)c3ccccc3)co2)n1	6	0	1	-4	11	-2	i	-1	-1
Cc1cc(=O)nc2c3ccccc3n(CC(=O)NC(C)c3ccc4c(c3)OCCO4)n12 (configuration not stated)	-13	15	-2	1	4	-3	i	-5	2
CCCCn1c(N)c(N(CCC(C)C)C(=O)CN2C(=O)C3CCCCC3C2=O)c(=O)[nH]c1=O (configuration not stated)	3	4	17	1	-3	-6	i	-3	0
CC[C@@H](C)[C@H](NC(=O)CNC(=O)Cc1c(C)c2c(cc(C)c3c(C)coc32)oc1=O)C(=O)O	-7	-13	-1	-15	2	-2	x	-4	1
Cc1cc(C)c(S(=O)(=O)NCC(c2ccco2)N2CCc3ccccc3C2)c(C)c1 (configuration not stated)	1	7	-7	-3	-4	23	i	1	0
COc1cccc(OC)c1C(=O)OCC(=O)NCCCc1ccccc1	-7	6	11	1	3	0	i	-1	2
CN(C(=O)c1ccco1)c1nc(-c2ccc(Cl)cc2)cs1	-3	32	4	-2	5	5	i	2	-4
CCOc1ccccc1NC(=O)CSc1nnc(-c2cnccn2)n1CC	0	-4	-5	-13	-2	-9	i	x	4
COc1ccc(CCC(=O)Nc2ccc(S(=O)(=O)N3CCOCC3)cc2)cc1OC	0	4	-7	-10	-25	-6	i	-5	6
Cc1ccc(S(=O)(=O)NNC(=O)Nc2cccc(C)c2C)c(C)c1	21*	6	12	-4	2	2	i	0	2
O=C(Nc1ccccc1)Nc1nnc(-c2cccs2)s1	-6	-2	-10	-2	2	-9	i	4	3
Cc1nc(N)sc1Cc1ccc2c(c1)OCO2	-4	0	-6	-3	-68	-11	i	2	1

Continued; it opens with the two that closed the last part.
smiles	eLon inh	SKN-1 inh	NRP1-CendR mod	MsrA act	MLLE-PAM2 inh	FAS TE block	Neddylation inh	MT1-MMP act inh	Rin1-Abl PPI inh
O=C(Nc1ccccc1)Nc1nnc(-c2cccs2)s1	-6	-2	-10	-2	2	-9	i	4	3
Cc1nc(N)sc1Cc1ccc2c(c1)OCO2	-4	0	-6	-3	-68	-11	i	2	1
NNC(=O)c1ccc(Cl)cc1Cl	-2	4	2	-5	-1	-7	i	-3	-1
CN1CCC(C)(C(=O)Nc2cccc3c2CCCC3)C1 (configuration not stated)	-13	0	4	-2	-3	0	i	5	-3
CC(=O)Nc1ccccc1-c1nc2ccc(C(=O)N3CCN(c4cc(C)ccc4C)CC3)cc2[nH]c1=O	-7	-21	-14	-1	14	0	i	4	0
CC(=O)c1cccc(NC(=O)CSc2n[nH]c(-c3ccncc3)n2)c1	-18	-3	-9	1	-12	-11	i	-1	1
COc1ccc([N+](=O)[O-])cc1NC(=O)CSc1ccccc1	-1	-14	9	-1	27	39	i	1	0
O=C(c1ccc2c(c1)OCO2)C1CCCN(C2CCN(CCc3ccccc3)CC2)C1 (configuration not stated)	1	3	1	-3	-13	-6	i	7	-1
CN1CCN(CCNC(=O)Nc2ccccc2C(F)(F)F)CC1	-1	-27	14	-12	12	-9	i	0	0
S=c1[nH]cc(Oc2ccc(Cl)cc2Cl)c(=S)[nH]1	6	-10	-6	8	30	-7	i	5	-4
COCCNC(=O)CCCCCN1C(=O)CCC1=O	-15	27	4	-2	-2	0	i	1	-5
COc1ccc(Nc2nc(-c3ccccc3)nc3ccccc23)c(OC)c1	-9	3	3	-11	-4	25	x	1	2
Cc1ccc(CNC(=O)Nc2ccc(C)cc2)cc1	2	3	13	-3	7	-6	i	1	-8
O=C(NCC(c1ccc(F)cc1)N1CCOCC1)c1nn(-c2ccccc2)c(=O)c2ccccc12 (configuration not stated)	11	0	2	-6	1	19	i	-2	1
COc1ccc2nc(SCC(=O)N(C)C3CCCCC3)[nH]c2c1	-9	5	4	-7	-5	-1	i	1	5
C#CCOC(=O)C(NC(=O)c1ccccc1)=C(C)C	-1	18	10	-3	1	-7	i	5	2
CCOc1ccc(N2C(=O)CN=C2Nc2ccccc2F)cc1	0	-22	6	-3	2	-8	i	2	2
COCCN=C1NN=C(c2ccc(NC(C)=O)cc2)CS1	-4	-11	-1	-1	10	-9	i	0	3
O=C1C(=O)N(Cc2ccccc2)C(c2cccc(O)c2)/C1=C(\O)c1ccc2c(c1)OCCO2 (configuration not stated)	4	14	-1	-4	4	-1	i	-5	-6
COc1ccc(CCCc2nnc(SCC(=O)Nc3ccc(C)c(C)c3)o2)cc1	6	1	-2	-2	-126	15	i	-4	-3
O=[N+]([O-])c1ccc(Nc2cccc(F)c2)nc1	7	7	-5	-11	6	22	i	2	2
Cc1ccc(C(=O)NCC(=O)OCC(=O)Nc2ccc(Cl)cn2)cc1	3	-9	10	-5	26	-4	i	-1	2
Cc1cnc2ncc3sccc3c2c1	-14	-2	5	-3	-1	-7	i	-2	2
Cc1ccc(S(=O)(=O)n2nc(C)c(S(=O)(=O)N3CCCCC3)c2C)cc1	5	18	0	-2	-5	-6	i	1	-2
O=C1CC(c2ccc(O)cc2)Oc2ccccc21 (configuration not stated)	-1	22	-14	-1	14	-3	i	6	-5
CCC1=C2CC[C@H]3C(=O)N(CC(=O)OC)C(=O)[C@H]3[C@H]2[C@@]2(C)C(=NCC(=O)OC)OC(=O)N2C1=O	-2	0	14	-1	-3	-8	i	4	2
[O-]/C(=C(\C(=S)NCc1ccco1)[n+]1ccccc1)c1ccccc1Br	-15	0	-3	-10	-1	-8	i	-3	2
CCOc1ccc(S(=O)(=O)N2CCCC(C(=O)NCc3ccccn3)C2)cc1C (configuration not stated)	13	2	-5	-12	10	-1	i	7	3
O=c1c2ccccc2nnn1CSc1nnnn1-c1ccccc1	1	6	-2	-9	-20	-6	i	2	2
CC(C)OC(=O)CSc1nnc(-c2ccccn2)n1-c1ccccc1	-9	15	21*	2	6	-11	i	4	2
COc1ccc2[nH]c(=O)c(CN(C(=O)c3cccnc3)c3ccc(C)cc3C)cc2c1	0	0	-2	-4	-5	-2	i	-1	0
COCCNc1nc2c(c(=O)n(C)c(=O)n2C)n1Cc1cccc(C)c1	2	-2	3	-3	-5	-4	i	-1	3
CNC(=O)C(=O)NCC(c1cccs1)S(=O)(=O)c1ccc(C)cc1 (configuration not stated)	-4	-7	2	1	-9	-3	i	1	-3
COc1ccc(OCC(=O)NNC(=O)C(=O)N2CCCC2)cc1	-6	-2	16	-3	-2	-12	i	5	-3
COc1ccccc1/C=N/NC1=NCCCCC1	-10	11	4	-2	1	-7	i	4	3
O=C(CNC(=S)NC(=O)c1ccco1)c1ccccc1	1	2	6	-2	29	2	i	-1	-1
CN1CCCC(OC(=O)c2ccc(C(C)(C)C)cc2)C1 (configuration not stated)	-6	6	4	-3	-3	-3	i	0	2
CCOc1ccc(C(C)=O)cc1COC(=O)c1cc([N+](=O)[O-])ccc1N1CCOCC1	10	-9	9	0	-2	38	i	-6	-7
O=C(Nc1ccccc1C(=O)N1CCCCC1)C1CCCCC1	-3	10	12	-1	-1	-4	i	0	1
N#Cc1ccccc1NC(=O)c1ccc(-c2ccccc2Cl)o1	0	0	19	0	-1	15	i	9	5
COc1ccc(-c2[nH]ncc2CN2CCCO2)cc1F	-4	-10	1	-12	-4	-1	i	8	1
CCOC(=O)c1sc2nc(C)nc(NCc3cccnc3)c2c1C	1	-7	-20	-3	-13	-4	i	-1	-5
COc1ccccc1-n1cnc(N)c1C(C)=O	-3	-27	-15	-2	9	-3	i	-3	0
CN(Cc1ccccc1F)C(=O)C1CCCN(C(=O)c2ccc(Cl)cc2)C1 (configuration not stated)	-1	22	3	0	23	-2	i	-1	2
CC(=O)N1c2ccc(S(=O)(=O)NCc3ccco3)cc2CC1C (configuration not stated)	-3	5	0	-3	-4	-8	i	6	-1
S=c1[nH]nc(-c2cnccn2)n1-c1ccccc1	-6	-1	-3	2	-20	-6	i	0	-3
COc1ccc2oc(C(=O)N3CCN(C(c4ccccc4)c4ccccc4)CC3)c(C)c2c1	-5	10	-2	-4	0	25	i	-8	3
COc1cccc(OC2(C)CCN(Cc3ccc(-c4ccccn4)cc3)C2)c1 (configuration not stated)	-3	23	8	-2	-8	8	i	3	-3
Cc1nn(Cc2ccc(F)cc2)c2sc(C(=O)Nc3ccc(N4CCOCC4)cc3N3CCOCC3)cc12	-6	-1	-5	-3	-18	52*	i	-6	0
O=C(O)c1ccccc1C(=O)c1ccc2c(c1)N(Cc1cccc(F)c1)C(=O)CO2	1	8	-6	1	6	9	i	2	2
CCC(C)(C)NC(=O)c1ccc(Br)o1	1	8	-2	1	-8	-4	i	3	1
Cc1ccc(S(=O)(=O)N2CCOCC2)cc1NC(=O)COC(=O)c1ccc(Cl)nc1	2	-18	-5	-3	-17	-8	i	-3	0
O=C(NCCc1c[nH]c2ccccc12)c1cc(Cl)c2c(c1)OCO2	9	-9	12	-3	-9	10	i	1	2
CCOc1ccc2cc(S(=O)(=O)n3ccnc3C)ccc2c1	-3	0	9	2	21	-3	i	6	0

2 entries from above in a different format:
Second line of a record – eLon inh, SKN-1 inh, NRP1-CendR mod, MsrA act, MLLE-PAM2 inh, FAS TE block, Neddylation inh, MT1-MMP act inh, Rin1-Abl PPI inh
> O=C(NCCc1c[nH]c2ccccc12)c1cc(Cl)c2c(c1)OCO2
    9, -9, 12, -3, -9, 10, i, 1, 2
> CCOc1ccc2cc(S(=O)(=O)n3ccnc3C)ccc2c1
    -3, 0, 9, 2, 21, -3, i, 6, 0
